# TCR act = Activators of T cell receptors: qHTS campaign; Potency, µM (highest dose often 9.22 µM), for the others: at the highest dose activation of IL-2 secretion, most hits filed as activators; 330,000 tested, under 10 active; primary human leukocytes, anti-CD3, IL-2 HTRF, 48 h; further: % of control where 0% means no effect
#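 IL-2 release read by HTRF sandwich (Eu cryptate donor, d2 acceptor, 665 nm emission) after 48 hr exposure of primary human leukocytes to compound together with anti-CD3 beads in the absence of co-stimulatory signals.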
# hERG WT inh = qHTS for Inhibitors of KCHN2 3.1: Wildtype qHTS; Voltage-gated inwardly rectifying potassium channel KCNH2 (Homo sapiens), Q12809; U2OS, BacMam KCNH2, thallium flux FluxOr; hits give low values; activity change, % at 1.84 µM; 0.37% of 340,000 active; AID 720551, 2013;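 active means maximum activity change below -70%; inconclusive means maximum activity change between -70% and -50%; inactive means maximum activity change above -50%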; further: on the % scale 0 is the no-effect control and ±100 the full control effect
#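 U2OS cells transduced with wild-type KCNH2 virus are loaded with FluxOr dye for 45 min, and thallium flux is measured in kinetic reads before and after stimulation buffer. Rate constants are normalized to DMSO controls.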
# A-T KAP1 phos = qHTS Assay for Identifying a Potential Treatment of Ataxia-Telangiectasia; AID 485349, 2010; 0.19% of 320,000 active; Potency, µM (top dose mostly 57.5 µM), for inactives: at the top dose activation, most hits filed as activators; […] A-T fibroblasts, KAP-1 phosphorylation AlphaLISA; neocarzinostatin DNA damage 30 min before lysis; further: potency means the concentration at half of the fitted maximal effect; % of control where 0% means no effect; nearly all actives have a fitted effect of over 45% in size
#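 hTERT-immortalized A-T patient fibroblasts ([…]), 500 cells/well in OPTI-MEM, 1% FBS, got compounds for 60 min, then NCS for 30 min at 37C. Lysates were then assayed for phospho-KAP-1 by AlphaLISA (anti-pKAP1 donor, anti-KAP1 acceptor beads), 6 hr at 25C.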
# Tb PFK block = qHTS Assay to Find Inhibitors of T. brucei phosphofructokinase. ATP-dependent 6-phosphofructokinase (Trypanosoma brucei brucei), O15648. T. brucei PFK, ADP-Glo luminescence. Potency, µM (highest dose often 57.5 µM), without a hit: top-dose activity, negative = inhibition, most hits filed as inhibitors. 0.17% of 330,000 active;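 further: potency means the concentration at half of the fitted maximal effect; 0% = uninhibited 1x PFK enzyme wells and -100% = no-enzyme wells; nearly all actives have a fitted effect of over 60% in size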
# Target sequence (O15648 whole entry, looked up): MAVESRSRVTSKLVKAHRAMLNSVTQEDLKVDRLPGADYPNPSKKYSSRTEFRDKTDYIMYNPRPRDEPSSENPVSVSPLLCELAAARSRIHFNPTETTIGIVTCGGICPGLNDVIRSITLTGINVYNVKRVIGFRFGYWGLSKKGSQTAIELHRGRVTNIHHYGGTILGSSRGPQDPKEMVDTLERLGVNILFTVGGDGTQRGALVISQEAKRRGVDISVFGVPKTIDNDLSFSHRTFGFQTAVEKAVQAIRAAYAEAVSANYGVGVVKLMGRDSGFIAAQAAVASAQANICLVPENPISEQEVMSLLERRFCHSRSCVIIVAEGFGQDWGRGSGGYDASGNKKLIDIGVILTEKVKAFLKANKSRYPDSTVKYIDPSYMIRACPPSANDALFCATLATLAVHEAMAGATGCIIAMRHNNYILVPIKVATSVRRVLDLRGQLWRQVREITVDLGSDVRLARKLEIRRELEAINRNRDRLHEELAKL
#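 Activity is normalized to no-enzyme wells (full inhibition) and 1.25 nM enzyme wells (no inhibition). Reaction: 0.5 mM F6P, 0.1 mM ATP, 45 min RT, ADP-Glo luminescence; concentration-response curves fitted and classed by quality.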
# BCR signal inh = qHTS Assay to Find Inhibitors of Chronic Active B-Cell Receptor Signaling; ABC-DLBCL IkBa-CBG/CBR reporter, luminescence ratio, 4 h; 0.05% of 340,000 active; Potency, µM (top dose mostly 46.1 µM), without a hit: top-dose ratio change, negative = lower green/red ratio, actives largely listed as inhibitors; AID 493014, 2011; active means well fitted inhibition curve with a large enough effect in the signal ratio, with a control signal flat, not every such curve was filed as active; inconclusive means small, poorly fitted or top-dose-only effect, or effect the other way, or a change in a side signal; the % refers to the signal ratio;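 further: potency means the concentration at half of the fitted maximal effect; plate controls were basal doxycycline-induced cells for no effect and cells given 10 µM MG132 for full effect; MG132 reads +100%, hits lower the ratio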
#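 Cell line TMD8 (human ABC DLBCL), stably expressing tet-inducible CBG68-IkBa fusion and CBR; IMDM/0.5% FBS; cpd up to 46 uM; dox induction, 4 h, 37C/5% CO2; dual luminescence; green/red ratio; MG132 control.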
# Coupling enz = qHTS Assay for Inhibitors of Fructose-1,6-bisphosphate Aldolase from Giardia Lamblia: Coupling assay counterscreen; 0.67% of 290,000 active; AID 2472, 2010; coupling enzyme system counterscreen, AmpLite Red fluorescence; activity change, negative = inhibition, % at 58.2 µM, hits read low; in the data active means activity change below about -30%; further: on the % scale 0 is the no-effect control and ±100 the full control effect
#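 Fluorescence at 525 nm excitation and 598 nm emission measured inhibition of the coupled detection system without aldolase. Compounds (at 57.5 uM final) were preincubated 10 min at room temperature with coupling enzyme reagent before a 20 min substrate/AmpLite Red step.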
# Giardia killer = Small Molecules that selectively kill Giardia lamblia: qHTS | Giardia lamblia trophozoite viability | activity change, % at 7.66 µM, hits read low | 0.15% of 340,000 active | AID 540267, 2011; in the data active means activity change below about -80%; inconclusive means between about -30% and that limit;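 further: parasites exposed to compound for two days anaerobically before the ATP read; on the % scale 0 is the no-effect control and ±100 the full control effect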
#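 Anaerobic 48 hrs incubation at 37 deg C of 100 trophozoites/well with test compounds; ATPLite 1-Step luminescence, 15-30 min RT, reports cellular ATP as viability.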
# GALK inhibitor = qHTS Assay for Inhibitors of Human Galactokinase (GALK) | P51570 | 0.007% of 270,000 active | Potency, µM (highest dose often 57.5 µM), without a hit: at the top dose activity change, negative = inhibition, hits mostly inhibitors | AID 1868, 2009 | Purified GALK, Kinase-Glo residual ATP luminescence; further: potency means the concentration at half of the fitted maximal effect; on the % scale 0 is the no-effect control and ±100 the full control effect
# Target sequence (P51570 whole entry, looked up): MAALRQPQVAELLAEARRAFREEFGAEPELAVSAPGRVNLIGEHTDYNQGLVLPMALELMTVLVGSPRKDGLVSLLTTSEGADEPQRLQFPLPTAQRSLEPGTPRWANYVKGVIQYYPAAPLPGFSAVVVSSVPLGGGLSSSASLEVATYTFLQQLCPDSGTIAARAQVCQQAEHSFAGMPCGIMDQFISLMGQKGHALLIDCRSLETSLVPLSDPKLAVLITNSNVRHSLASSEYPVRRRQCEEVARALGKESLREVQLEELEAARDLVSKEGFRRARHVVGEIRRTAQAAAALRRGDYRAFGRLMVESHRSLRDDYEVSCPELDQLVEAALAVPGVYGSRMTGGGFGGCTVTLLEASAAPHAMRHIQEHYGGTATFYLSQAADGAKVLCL
#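 Compounds were pin-transferred into ATP buffer (35 uM final), then GALK plus galactose (5 nM, 100 uM final) was added. After 1 h at room temperature, Kinase-Glo Plus was added and luminescence read after 10 min.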
# TSHR antag = Antagonists of the Thyroid Stimulating Hormone Receptor: HTS campaign; Thyrotropin receptor (Homo sapiens), P16473; TSHR-expressing cells, TSH-stimulated cAMP HTRF, 2 h; hits give low values; activity change, negative = inhibition, % at 11.5 µM; 0.2% of 330,000 active; AID 504810, 2011;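 active means activity change below a set negative limit, meaning inhibition stronger than a set level, cut at about -70% in these data; inconclusive means activity change between two set negative limits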; further: on the % scale 0 is the no-effect control and ±100 the full control effect
#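 Freshly harvested TSHR cells receive pin-tooled compound, then EC80 TSH at 4nM final. After 2 hours at 37 deg C, antibody in lysis buffer and cAMP-d2 are added; 30 minutes at ambient temperature precede the HTRF read.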
# MLL CXXC-DNA inh = qHTS Fluorescence Polarization Assay for Inhibitors of MLL CXXC domain - DNA interaction; Histone-lysine N-methyltransferase 2A (Homo sapiens), Q03164; MLL-CXXC / FITC-HOXA9 DNA fluorescence polarization; Potency, µM (titrated, usually from 115 µM), for the others: top-dose activity change, negative = inhibition, hits mostly inhibitors; 0.037% of 290,000 active; active means well fitted inhibition curve with a large enough effect in the polarisation, with a control signal flat, not every such curve was filed as active; inconclusive means small, poorly fitted or top-dose-only effect, or effect the other way, or a change in a side signal; inactive means no such curve, though single readings can be large or run the other way; the % refers to the polarisation; further: potency means the concentration at half of the fitted maximal effect
#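 Purified MLL-CXXC (added from a 7 uM solution) was preincubated 5 min at ambient with pinned compounds in 50 mM Tris-HCl pH 7.5, 50 mM NaCl, 1 mM DTT, 0.05% BSA. Fluorescein-labeled HOX-A9 DNA (50 nM solution) followed, 30 min, then polarization read.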
# * marks the source's active call; other numbers are inactive results; ? = inconclusive; / = not tested or not shown; & = joins results of further samples; [ ] = another dose, or the depositor's remark. Unless noted, the call rests on the fitted dose curve; in most records, active means well fitted curve in the direction sought with a large enough effect; inconclusive means small, poorly fitted or top-dose-only effect, or another doubt; inactive means no such curve, though single readings can be large; an effect the other way counts as inactive or inconclusive. Random draw from the library; 1.6% or so of the library scored in one or more.
Structure	TCR act	hERG WT inh	A-T KAP1 phos	Tb PFK block	BCR signal inh	Coupling enz	Giardia killer	GALK inhibitor	TSHR antag	MLL CXXC-DNA inh
CCN1CCCC1CNC(=O)CS(=O)(=O)Cc1nc(-c2ccccc2C)oc1C (configuration not stated)	3%	5	-20%	-2%	-9%	1	-26	-1%	8	2%
Cc1cccc(N(CC(=O)N2CCN(c3ccc(F)cc3)CC2)S(C)(=O)=O)c1C	-12%	3	12%[11.5 µM]	-1%	5%	0	7	1%	3	5%
Cc1ccc(OCCCC(=O)Nc2ccc(S(=O)(=O)Nc3cc(C)nc(C)n3)cc2)cc1	3%	10	-6%	-2%	?	3	2	/	43	13%
O=C(NC(Cc1ccccc1)C(=O)O)/C(=C\c1ccc(F)cc1)NC(=O)c1ccco1 (configuration not stated)	-3%	12	4%	3%	4%	0	-6	-2%	-6	1%
COc1ccc(NC(=O)Nc2cc(C(C)(C)C)on2)cc1OC	-1%	-19	9%	1%	-1%	/	-5	6%	-4	-2%
COc1cccc(OC)c1C(=O)Nc1nnc(-c2ccc(F)cc2)s1	4%	2	-1%	3%	6%	-4	-15	2%	-6	-10%
Cn1c(CN2CCCC2)nc2cc(NC(=O)c3ccc(Cl)cc3)ccc21	/	22	-1%	0%	?	-3	8	6%	5	14%
CC1(C)CCc2nc(SCc3ccccc3)c(C#N)cc2C1	0%[46.1 µM]	-2	/	0%	?	3	5	-1%	5	7%
Cc1ccccc1Nc1nc(Cl)c(C=O)s1	4%	2	-3%	-7%	?	6	-7	0%	-4	19%
COc1ccc(-n2c(-c3cnccn3)n[nH]c2=S)cc1	/	-5	-9%	-4%	-4%	-2	-9	-2%	-8	-3%
Nc1nc(SCc2ccccc2)c2[nH]cnc2n1	-2%	-6	-8%	8%	?	2	-2&23	/	4	32%
Cc1ccc(C(=O)OCCc2sc[n+](Cc3ccccc3)c2C)cc1	3%[46.1 µM]	-1	-1%	0%	?	4	2	-2%	-2	3%
COc1ccc(NC(=O)CCCn2c(=O)[nH]c3ccccc3c2=O)cc1	5%	0	-2%	1%	-2%	-2	10	0%	-5	-2%
COc1cc(/C=C2/C(=O)NN(c3ccc(F)cc3)C2=O)cc(Cl)c1O	-1%	-3	-6%	-12%	1%	1	11	/	3	-1%
Cn1nnnc1SCCOc1ccc(C#N)cc1	-2%	-28	-1%	-1%	?	2	1	3%	5	7%
Cc1cc(C)n(CCCNC(=O)c2cc(COc3ccc(C)c(C)c3)on2)n1	-2%	9	8%	0%	?	/	-10	-5%	-7	2%
CCOC(=O)[C@H]1[C@H]2COc3cc(OC)ccc3[C@@H]2N2C(=O)CN(Cc3ccco3)C(=O)[C@@]12C	2%	/	3%	0%	-1%	/	-6	/	12	/
COc1cc(C)ccc1OCC(=O)Nc1ccccc1N1CCOCC1	1%	3	0%	-2%	?	/	-6	/	10	/
COc1ccc(N2CCN(CCCNC(=O)CCC(=O)N3CCOc4ccc(Cl)cc43)CC2)cc1	0%	36	0%	-24%	-5%	/	-13	3%	2	5%
N#Cc1ccc(NC(=O)Nc2ccc(Cl)cc2)cc1	-2%	2	16%	-19%	?	-6	9	1%	?	4%
CCc1nnc(NC(=O)CSc2nc3ccccc3s2)s1	2%	-10	-2%	?	6%	2	16	-1%	-6	7%
O=C(NCc1cccs1)NC1CCCCC1	-5%	1	3%	3%	0%	1	2	4%	-4	14%
Cc1ccc(Nc2nnc(SCc3ccccc3)s2)cc1	-1%[46.1 µM]	2	-1%	2%	7%	-12	21	0%	-2	-6%
COc1ccc(C(CC(=O)Nc2ncccc2C)N2Cc3ccccc3C2=O)cc1OC (configuration not stated)	2%	-3	3%	-20%	0%	1	-7	/	20	-6%
CCOc1ccc(NC(=O)COc2ccc(C(=O)NC(C)c3ccc(S(N)(=O)=O)cc3)cc2OC)cc1 (configuration not stated)	4%	18	11%	-5%	-8%	/	3	/	-4	/
O=C1CCCC2=C1C(c1ccc(Cl)cc1)C1C(=O)c3ccccc3C1=N2 (configuration not stated)	5%	0	2%	1%	?	-12	-1	-1%	-23	8%
CCCOc1ccc2oc(=O)c3c(c2c1)CCCN3C(=O)CN1CCN(C(=O)c2ccco2)CC1	-4%[46.1 µM]	/	0%	-4%	0%	2	/	-6%	-9	2%
C#CCOCCOCCOCCNc1nc(N2CCN(C(=O)CCCCCCCCCCNC(=O)[C@H]([C@@H](C)CC)n3cc(CCCCCN)nn3)CC2)nc(N2CCN(C(=O)CCCCCCCCCCNC(=O)[C@H](CO)n3cc(CCCCCN)nn3)CC2)n1	-1%	-21	8%	-10%	?	/	9	/	10	/
O=C(COc1ccc(Cl)cc1)NN=C1CCCCCCC1	/	4	5%	-20%	5%	-1	-13	-3%	-6	13%
COc1ccc(/C=C(\C#N)C(=O)c2cccn2C)cc1	0%	2	-25%	5%	?	0	-1	4%	3	-11%
COc1cccc(OC)c1C(=O)NC(=S)Nc1ccc2oc(=O)ccc2c1	-1%[46.1 µM]	-10	-3%	7%	6%	4	-19	-2%	-3	11%
CC(C)c1ccc(OCC(=O)Nc2c3c(nn2C(C)(C)C)CS(=O)(=O)C3)cc1	-2%	12	-26%	-9%	-16%	/	1	/	-2	/
CC(C)Oc1ccc(C2CC(=O)NC2=O)cc1 (configuration not stated)	/	6	15%	1%	-3%	4	18	0%	-3	-2%
CC(C)c1ccccc1OCC(=O)Nc1ccccc1C(=O)N1CCOCC1	0%	-5	1%	2%	-1%	-1	5	-2%	-21	4%
O=C(Nc1ccccc1O)c1cccc(NC(=O)c2ccco2)c1	-3%	0	-4%	0%	?	-1	15	1%	10	4%
Cc1ccc(Cn2ncc(C)c2N)o1	1%	/	9%	7%	-6%	1	16	-1%	5	3%
CCC(Sc1nnnn1-c1ccccc1)C(=O)Nc1nc2ccccc2s1 (configuration not stated)	3%[46.1 µM]	11	9%	0%	?	-2	8	-6%	-22	3%
COc1ccc(N2CCN(c3nc4c(C)cccn4c(=O)c3/C=C(\C#N)C(N)=O)CC2)cc1	4%	2	-19%	0%	?	-1	9	3%	4	-19%
Cc1ccc(-c2nc3ncccc3o2)cc1NC(=O)c1ccccc1	-4%	-3	-11%	5%	19%	2	1	-2%	4	7%
Cc1cc(C)n(CCCNC(=O)c2ccc(C)c(S(=O)(=O)N3CCOCC3)c2)n1	0%	0	-1%	0%	1%	/	-16	/	-6	/
O=C(CSc1nnc2sc3ccccc3n12)NCc1ccc2c(c1)OCO2	-4%	2	-57%[inhibitor]	2%	-3%	8	6	3%	3	0%
Cc1ccc2oc(C(=O)N3CCN(CC(=O)NC(C)C)CC3)c(C)c2c1	9%	4	8%	5%	-12%	1	9	-4%	25	2%
Cc1nnc(NCc2ccncc2)c2ccccc12	2%	1	13%	-3%	2%	0	16	-4%	60	-1%
Oc1oc(-c2ccccc2)nc1C=Nc1ccccc1	1%	-7	-5%	0%	?	2	6	-1%	-1	22%
CCC(=O)c1cn(CC(=O)Nc2ccccc2F)c2ccccc12	-10%	-4	-3%	-6%	0%	-1	-11	0%	8	-1%
CC(NC(=O)COC(=O)C1CCCCC1)c1ccccc1 (configuration not stated)	1%	?	15%	3%	1%	/	-9	/	-7	/
Cc1ccc(C)c(OCc2cc(C(=O)N3C[C@@H](C)O[C@@H](C)C3)no2)c1	-5%	-6	3%	-4%	0%	/	-21	3%	-3	3%
Cc1cccc(NC(=O)CSCC(=O)N=c2sccn2C)c1	/	5	-6%	-1%	-22%	/	23	/	8	/
C/C(=N\NS(=O)(=O)c1ccccc1)c1ccccc1	2%	10	4%	-1%	-2%	1	-11	2%	4	-3%
CCCCNC(=S)NNC(=O)c1csc(CC)c1	-4%[46.1 µM]	0	1%	0%	?	-1	-12	0%	-7	-6%
Cc1ccc2c(c1)C=CC(C)N2C(=O)c1ccccc1 (configuration not stated)	6%	-13	-9%	3%	-3%	1	-5	2%	-19	12%
COc1ccc(S(=O)(=O)NCCSC(C)(C)C)cc1Cl	/	-9	6%	-4%	-1%	2	11	7%	-10	-15%

# Bioassay records as filed in PubChem.
